# Redox H2O2 prof = compounds producing H2O2 with reducing agent – biochemical, NIH compound library profiling, artefact control for MLSCN library redox annotation, primary screen. DTT-dependent redox cycling H2O2, phenol red/HRP absorbance; 100% = 100 µM peroxide control, 0% = buffer. activation, % at 10 µM. hit rate 0.03% among 200,000;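 active = activation of at least 50% relative to the plate's high and low controls in the primary single-dose screen; inactive = activation below 50%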;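 also: compound incubated with DTT at 0.8 mM final as the reducing agent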
# Efa HMGR inh = inhibitors of class II HMG-CoA reductase from Enterococcus faecalis. purified E. faecalis HMGR, NADPH absorbance 340 nm kinetic. inhibition, % at 10 µM. hit rate 0.41% among 190,000. AID 1066;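 active = inhibition above a set limit, the median over all tested compounds plus 3 SD, cut at about 9.5% in these data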;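 also: enzyme runs in reverse so mevalonate oxidation gives rising NADPH absorbance; 0% = complete reaction with DMSO and 100% = background rate lacking mevalonate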
# PMI act hi M6P = PMI (human) activation, high substrate. P34949. coupled PMI enzyme assay, resazurin fluorescence, 20 min; hits give high values; 1 = untreated enzyme, 0 = substrate-free blank. activation factor at 20 µM. hit rate 0.34% among 190,000. AID 1216;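 active = activation factor of 2 or more at 20 µM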
# Target sequence (P34949 whole entry, looked up): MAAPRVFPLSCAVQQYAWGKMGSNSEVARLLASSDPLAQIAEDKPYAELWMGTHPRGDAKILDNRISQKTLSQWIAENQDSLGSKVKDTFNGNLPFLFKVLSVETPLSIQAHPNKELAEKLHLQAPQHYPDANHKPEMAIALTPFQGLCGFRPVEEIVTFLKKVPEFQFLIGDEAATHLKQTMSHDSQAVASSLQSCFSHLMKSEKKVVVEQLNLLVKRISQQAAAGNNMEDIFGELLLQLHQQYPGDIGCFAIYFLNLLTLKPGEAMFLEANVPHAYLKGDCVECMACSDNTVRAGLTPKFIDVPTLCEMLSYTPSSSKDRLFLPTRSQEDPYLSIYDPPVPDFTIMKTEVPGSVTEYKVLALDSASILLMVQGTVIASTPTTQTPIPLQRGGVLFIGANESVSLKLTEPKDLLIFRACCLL
#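 Test system: human phosphomannose isomerase with PGI, G6PDH, diaphorase coupling enzymes / Doses: 20 µM compound, 1% DMSO / Times: enzyme reaction with compound 20 min at room temperature / Measured by: Diaphorase-driven resazurin-to-resorufin fluorescence, excitation 544, emission 590 nm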
# PMI act = activators of human phosphomannose isomerase; P34949; purified human PMI, coupled resazurin fluorescence, 20 min; hits give high values; 1 = vehicle control, 0 substrate-free wells; activation factor at 20 µM; hit rate 0.005% among 190,000;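 active = activation factor of 2 or more at 20 µM, relative to plate controls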
# Hsp70 activator = switches on Hsp70 transcription; HeLa Hsp70 promoter luciferase reporter, luminescence; scaled: vehicle 0, proteasome-inhibitor control 100%; activation, % at 10 µM; hit rate 0.04% among 200,000; AID 1203;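 active = activation above the mean across all tested compounds plus 3 SD, cutoff set per campaign, cut at about 5.5% in these data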;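 also: 100% = MG132 at 30 µM as the positive control and 0% = DMSO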
# TNAP inh no acc = inhibitors of human TNAP without phosphate acceptor; AID 1012; P05186; purified TNAP, CDP-star luminescence, 30 min; inhibition, % at 20 µM; hit rate 0.26% among 200,000;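 active = tissue-nonspecific alkaline phosphatase inhibition above about 50% at 20 µM in the single-dose screen, limit read from the data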;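 also: 0% = DMSO negative control and 100% = EDTA positive control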
# L major viab = reduces viability of Leishmania major promastigotes. resazurin fluorescence viability. inhibition, % at 10 µM. hit rate 9% among 200,000. AID 1063; in the data active = inhibition above about 50%;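 also: promastigotes grown with compound for 44 hours at 28 °C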
# RAM network inh = blocks the yeast RAM network; S. cerevisiae dse1pr::URA3 reporter, 5-FOA growth OD615, 2 d; analog-sensitive cbk1-as2 kinase mutant strain; inhibition, % at 50 µM; hit rate 1.8% among 190,000; AID 868;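 active = inhibition above a set limit, 3 SD over mean compound inhibition, cut at about 8.4% in these data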;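 also: 0% = DMSO-only wells with no growth and 100% = 10 µM 1-NA-PP1 full growth; inhibition rescues growth on 5-FOA so higher OD means more RAM inhibition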
# TNAP inh hiacc = blocks human TNAP under high phosphate acceptor concentration; P05186; purified TNAP, CDP-star luminescence, 1 M DEA; inhibition, % at 20 µM; hit rate 0.03% among 200,000; AID 1135;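 active = over 50% inhibition of tissue-nonspecific alkaline phosphatase at 20 µM in the single-dose screen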;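 also: plate controls were DMSO wells for no effect and EDTA-quenched wells as full inhibition for full effect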
# S1P3 antagonist = S1P3 (human) receptor antagonism. Q99500. hit rate 0.27% among 170,000. AID 485. CHO S1P3 NFAT-BLA reporter, FRET fluorescence, antagonist mode. inhibition, % at 4.98 µM;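 active = inhibition above the plate cutoff, the mean inhibition of test wells on that plate plus 3 SD, cut at about 28% in these data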;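 also: cells challenged with S1P at its EC80 of 0.8 µM; blue over green emission ratio from cleaved BLA substrate after 4 h stimulation; 0% = S1P-stimulated wells and 100% = unstimulated DMSO-only wells; some compounds past the cut are filed as inactive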
# Target sequence (Q99500 whole entry, looked up): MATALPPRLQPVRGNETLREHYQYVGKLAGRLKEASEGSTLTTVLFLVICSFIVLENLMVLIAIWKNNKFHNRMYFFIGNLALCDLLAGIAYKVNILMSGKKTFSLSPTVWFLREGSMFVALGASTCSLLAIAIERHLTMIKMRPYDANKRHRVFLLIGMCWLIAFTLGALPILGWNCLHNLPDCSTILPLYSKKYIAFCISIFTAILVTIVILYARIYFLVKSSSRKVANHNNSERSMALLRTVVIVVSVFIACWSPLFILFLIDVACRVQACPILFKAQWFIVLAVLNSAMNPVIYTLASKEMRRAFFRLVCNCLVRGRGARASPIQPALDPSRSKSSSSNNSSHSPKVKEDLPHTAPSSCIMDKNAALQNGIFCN
# The depositor's hits bear a star; · = no result given. Compounds as they come (roughly 12% active in at least one column).
Compound	RAM network inh	PMI act hi M6P	Redox H2O2 prof	L major viab	TNAP inh hiacc	PMI act	TNAP inh no acc	S1P3 antagonist	Efa HMGR inh	Hsp70 activator
O=C(Cn1nnc2ccccc21)C1CC1	3.7	1.1	-0.8	5	-5	1	-11	-6	4	-0.2
COc1ccc(NC(C)c2cc(Cl)ccc2O)cc1 (centres undefined)	0.0	0.9	-2.0	8	-4	0.9	-10	63*	-3	-0.1
O=C(C[n+]1cccc(CO)c1)Nc1nc2ccccc2s1	1.0	0.9	-0.4	-8	-2	1	-10	9	-2	0.0
CCOc1ccc(-n2c(SCC(=O)Nc3ccc(OC)cc3)nc3c(c2=O)SCC3)cc1	5.4	0.9	1.9	-2	-6	0.9	-10	-19	-8	-0.1
CNc1ccc(S(=O)(=O)NC)cc1[N+](=O)[O-]	1.8	0.9	9.9	-10	8	0.9	2	-4	0	-0.4
Cc1[nH]c2ccc(-c3nnc(SCC(=O)N4CCCc5ccccc54)o3)cc2c1C	7.4	1	3.3	4	0	1	10	4	0	0.1
CCCCNc1ccc2nsnc2c1[N+](=O)[O-]	1.2	1.1	0.2	-6	12	1	4	7	-4	-0.2
CN(C)S(=O)(=O)Oc1ccccc1C(=O)Nc1ccccc1Cl	-0.6	0.8	-0.5	3	-4	0.9	-9	0	-3	0.1
COc1ccc(NC(=O)C2CCCN2S(=O)(=O)c2cccc3cccnc23)c(OC)c1 (centres undefined)	0.1	0.8	0.3	0	0	0.9	-8	-8	-5	0.1
O=C(c1ccc(F)cc1)C(CN1CCOCC1)c1ccccc1 (centres undefined)	0.1	1	0.7	101*	-8	1.1	-7	15	-1	0.2
O=C(Cc1cc(=O)[nH][nH]1)N/N=C/c1c(F)cccc1Cl	3.3	1.1	-2.1	3	-2	1.1	-8	-10	-4	-0.3
CCOC(=O)c1cn(CC(=O)Nc2cccc(Cl)c2)nn1	0.5	1.1	0.1	-12	5	1.1	-3	14	-5	-0.1
C#CCNC(=O)C1=C[C@@H](C2CC2)[C@H](CCCO)[C@@H](OCC)O1	0.5	1.1	0.1	0	-7	1	-11	-5	0	-0.2
CC1(C(=O)NCc2ccc(Cl)c(Cl)c2)Oc2ccccc2NC1=O (centres undefined)	4.0	1	-0.8	1	0	0.9	-4	-1	-3	-0.1
CCn1c(COc2ccc3c(c2)OCO3)nnc1SCC(=O)c1ccc(Cl)cc1	1.0	1	0.0	-7	-4	1	-9	·	1	-0.5
COc1ccc(/C=C/c2cc[n+](C(=O)Cc3ccccc3)cc2)cc1	-0.8	1	-0.7	100*	4	1.1	2	-15	2	0.0
CCCCN(C)c1nc(-c2ccco2)c2c(c1C#N)CC(C)(C)OC2	3.6	1.1	0.0	-2	-2	1.2	10	-15	1	-0.3
O=C(CSc1ccc2ccccc2c1)NCc1cccs1	1.1	0.9	0.4	-3	3	0.8	-6	6	-4	0.0
CC(C)(Cc1ccc(O)cc1)NC(=O)CC(=O)N=Nc1c(O)[nH]c2ccc(Br)cc12	3.5	1	-1.6	0	2	1	-52	-8	-5	-0.3
CC(C)Oc1ccc(NC(=O)CCC(=O)O)cc1	0.1	1	-0.1	-7	-5	1	-9	·	-5	-0.3
O=S(=O)(c1ccc(NCc2ccc(F)cc2)nc1)N1CCCC1	0.9	0.9	1.1	-9	-7	0.9	-4	-7	6	0.0
Cc1ccc(N2CC(C(=O)Nc3nccs3)CC2=O)cc1 (centres undefined)	1.3	1.1	-1.9	-10	-4	1.1	-13	-19	-7	-0.2
COc1ccc(-c2nn(-c3ccccc3)cc2/C=C\C(=O)N2CCOCC2)cc1[N+](=O)[O-]	-0.5	1.1	0.6	12	-4	1.1	-9	-3	-4	-0.5
COc1cccc(-c2nc(CS(=O)CC(=O)NC3CCCC3)c(C)o2)c1 (centres undefined)	1.4	0.9	-0.6	-7	0	0.9	-12	-1	-3	-0.2
Cc1cc(NC(c2cccnc2)c2ccc3cccnc3c2O)no1 (centres undefined)	0.0	0.6	17	99*	-7	0.9	-28	17	-7	0.1
O=C(CCN1CCCCC1)Nc1ccccc1	0.9	1	-1.0	-3	-3	1.1	-21	-11	1	0.1
O=C(Nc1cccnc1)c1cc(-c2ccc3c(c2)OCO3)on1	0.4	0.9	-0.7	5	-3	0.9	-14	-1	1	-0.2
NC(=O)COC(=O)c1ccccc1OCc1ccc(Cl)cc1	1.3	1.1	0.3	-2	-4	1.1	-3	-5	3	0.1
C[C@@H](C(=O)Nc1ccc2ccccc2c1)[C@@H]1C[C@@]1(C)[C@@H](NC(=O)c1ccccc1)c1ccccc1	4.2	0.8	0.6	2	0	0.8	-26	6	-11	-0.2
CCn1c(NC(=O)C2CCCCC2)nc2ccccc21	1.0	1.2	1.3	17	3	1.2	2	·	-10	0.1
CN(Cc1ccccc1)c1oc(-c2ccco2)nc1C#N	-0.9	0.9	2.2	4	-5	0.9	-11	27	-1	-0.1
COc1ccccc1/C=C1\SC(=O)N(CCC(=O)NNC(=O)c2ccccc2Cl)C1=O	3.7	1	-1.1	-3	-4	1	-20	·	-4	-0.2
COc1ccc(C(=O)N2CCC(n3c(C)nc4cc(F)ccc43)CC2)cc1	0.1	1	-0.1	8	0	0.9	2	-12	0	0.0
COc1ccc(Cn2cnc3c(NS(C)(=O)=O)c(C)c(C)cc32)cc1	-0.8	0.9	-0.7	3	-2	1	-10	·	-2	-0.2
CCOc1ccc(NC(=O)CSc2nc3cccnc3n2CC)cc1	4.5	1	2.7	14	-5	1	-6	23	-9	0.0
CCOC(=O)CSc1nc2ccc(N3CCOCC3)cc2c(=O)n1Cc1ccccc1	1.6	1	0.1	1	-5	0.9	-12	·	-3	0.1
CC(=O)Nc1cccc2c1OCCO2	1.4	0.8	1.6	-5	-3	0.9	-5	14	-6	-0.5
Cc1cccc(C(=O)NC(=S)Nc2ccc(S(=O)(=O)N3CCN(C)CC3)cc2)c1	-0.7	1	0.0	38	-4	0.8	26	·	3	-0.1
Cc1ccc(CNC(=O)c2cc3c(=O)n(C)c4ccccc4c3n2C)o1	6.4	1	-1.9	-5	-8	0.9	-17	-15	1	-0.4
CCOC(=O)C1CCN(C(=O)c2cccs2)CC1	-0.1	1	-0.5	-5	-13	1	-1	3	-2	-0.3
O=C(CNC(=O)C1CCCCC1)NC1=NCCS1	-0.1	0.9	0.4	-2	0	0.9	-1	12	-4	-0.4
CCCn1c(C)cc(C(=O)CSc2nnc3n(CCC)c(=O)c4ccccc4n23)c1C	·	1	·	·	-3	0.9	-4	-26	·	·
N=C1/C(=C/c2cccn2Cc2ccc(F)cc2)C(=O)N=C2SC=CN12	4.5	1	-1.4	9	10	1	7	2	-4	-0.1
CCNC(=O)CSc1nc(-c2ccccc2)cs1	0.8	1	0.0	3	-1	1.1	-11	3	-3	-0.1
Nc1nnc(Cc2c[nH]c3ccccc23)s1	1.7	1	1.5	19	-7	1.1	-15	-29	2	0.3
CCN=C(Nc1cccc(F)c1)SC1CC(=O)N(c2ccc(OC)cc2)C1=O (centres undefined)	3.4	1	1.0	23	-1	1	3	23	-4	0.2
CCC(=O)N1c2ccccc2NC2=C(C(=O)CCC2)C1c1ccccc1 (centres undefined)	0.7	1	0.1	-2	0	1	-6	·	-2	-0.1
COc1ccc2oc(=O)c(C(=O)OCC(=O)c3ccc([N+](=O)[O-])cc3)cc2c1	3.1	1	-2.1	-3	-1	1.1	-3	-4	3	-0.1
CCOc1ccc(CC(=O)Nc2cccc(-c3ccc4nnc(C)n4n3)c2)cc1	0.2	1.1	0.1	12	0	1.1	-10	-6	-4	-0.2
CCOC(=O)C1CCCN(CC(=O)Nc2c(C(=O)OC)[nH]c3ccc(Cl)cc23)C1 (centres undefined)	-0.9	0.9	0.7	14	1	0.8	-1	8	-7	-0.4

# Not a retest: five of the compounds above.
Compound	RAM network inh	PMI act hi M6P	Redox H2O2 prof	L major viab	TNAP inh hiacc	PMI act	TNAP inh no acc	S1P3 antagonist	Efa HMGR inh	Hsp70 activator
O=C(Cn1nnc2ccccc21)C1CC1	3.7	1.1	-0.8	5	-5	1	-11	-6	4	-0.2
COc1ccc(NC(C)c2cc(Cl)ccc2O)cc1 (centres undefined)	0.0	0.9	-2.0	8	-4	0.9	-10	63*	-3	-0.1
O=C(C[n+]1cccc(CO)c1)Nc1nc2ccccc2s1	1.0	0.9	-0.4	-8	-2	1	-10	9	-2	0.0
CCOc1ccc(-n2c(SCC(=O)Nc3ccc(OC)cc3)nc3c(c2=O)SCC3)cc1	5.4	0.9	1.9	-2	-6	0.9	-10	-19	-8	-0.1
CNc1ccc(S(=O)(=O)NC)cc1[N+](=O)[O-]	1.8	0.9	9.9	-10	8	0.9	2	-4	0	-0.4

# The listing continues:
Compound	RAM network inh	PMI act hi M6P	Redox H2O2 prof	L major viab	TNAP inh hiacc	PMI act	TNAP inh no acc	S1P3 antagonist	Efa HMGR inh	Hsp70 activator
COc1ccc(C(=O)OCC(=O)Nc2ccc(F)cc2F)cc1OC	1.4	1	0.7	-2	0	1	-10	·	2	-0.5
O=C(Cc1csc(Nc2nc(=S)[nH]c3ccccc23)n1)NCc1cccc(Cl)c1	2.0	1.2	2.2	-1	-1	1.2	-4	·	-4	-0.4
COc1ccc(NS(=O)(=O)c2cc(NC(=O)c3cnc(C)cn3)ccc2N2CCCC2)cc1	2.2	0.9	-0.3	95*	4	1	2	-8	-7	-0.2
CN(C)S(=O)(=O)N1CCN(c2ccccc2Cl)CC1	1.5	1	2.6	-1	-5	0.9	-10	·	-7	-0.1
COc1ccc(Cl)cc1NC(=O)CN(C(=O)c1ccco1)C1CCCCC1	1.1	0.9	2.2	19	-2	0.9	-8	16	0	0.4
COc1cccc(CC2(CO)CCN(Cc3cnc(-c4cccc(C)c4)nc3)CC2)c1	-0.2	0.9	-0.9	5	-7	0.8	-10	10	10*	-0.3
COC(=O)c1[nH]c2cc(OC)ccc2c1N	2.6	0.9	0.0	4	-2	0.9	-10	-30	-4	-0.4
COc1ccccc1NC(=O)CCC(=O)Nc1nnc(C(F)(F)F)s1	3.3	1	-3.5	-5	-10	1.1	-14	3	-2	0.6
CC(C)CCN1CC(C(=O)NC(C)C)CC1=O (centres undefined)	-0.2	1	0.4	-8	-6	1	-7	7	-7	-0.1

# Assay outcomes from PubChem BioAssay.
